DDE Tn7 FP inh – inhibitors of Tn7 peptide binding to fibrin DD(E), primary screen, biochemical, fluorescence polarization, human fibrin, Tn7 probe | FP displacement of FITC-Tn7 peptide from fibrin DD(E); 0% = median of compound wells per plate | inhibition, % at 8.3 µM | 370,000 tested, 0.13% active;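 active means inhibition above the mean of compounds falling within the control limits plus 3 SD of them, cut at about 14% in these data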;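 further: 0% = plate median of compound wells and 100% = 10 µM Aha-Tn7 peptide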
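Assay system: human fibrin DD(E) protein / Input: 2 µM fibrin DD(E) / Benchmarks: high control of 10 µM Aha-Tn7 peptide / Measured by: fluorescence polarization of the labelled Tn7 tracer / Medium: Tris buffer with calcium and detergent, pH 7.8 / Timing: 10 min compound pre-incubation, 3 h probe incubation at room temperature / Repeats: one replicate per compound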
ARFGAP1 inhibitor – inhibitors of rat ARFGAP1 GAP activity, primary screen, biochemical, fluorescence polarization, GDP tracer. 360,000 tested, 0.26% active. inhibition, % at 16.5 µM. Arfgap1-stimulated ARF1 GTP hydrolysis, GDP FP detection. ADP-ribosylation factor GTPase-activating protein 1 (Rattus norvegicus), Q62848;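 active means inhibition above a per-plate limit, mean inhibition of low control wells plus 3 SD, cut at about 25% in these data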;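 further: 0% = DMSO wells with enzyme and 100% = wells lacking Arfgap1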
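Material: rat Arfgap1 GAP domain (His6, aa 1-136), purified enzyme. Also added: human ARF1(Δ1-17)-GTP substrate. Compound dosing: 16.5 µM single point, 1.26% DMSO. Timing: enzyme reaction 120 min at 25 °C after 20 min preincubation. Signal: GDP detection by fluorescence polarization. Read-out basis: percent inhibition of GAP-stimulated GDP formation, scaled between DMSO and no-Arfgap1 medians.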
Tn6 DDE FP – inhibitors of Tn6 peptide binding to fibrin DD(E), primary screen, biochemical, fluorescence polarization, human fibrin, Tn6 probe | Fibrinogen beta chain (Homo sapiens), P02675 | Fibrin DD(E) TRITC-Tn6 fluorescence polarization displacement | inhibition, % at 8.3 µM | 370,000 tested, 0.21% active;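 active means inhibition above a per-campaign cutoff: mean of compounds within control limits plus 3 SD, cut at about 15% in these data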;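 further: 0% = median of all compound wells on the plate and 100% = blocking peptide control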
TDP2 absorb – human TDP2 enzyme inhibitors, primary screen, biochemical, epi absorbance, recombinant enzyme; Tyrosyl-DNA phosphodiesterase 2 (Homo sapiens), O95551; T5PNP hydrolysis, p-nitrophenol absorbance 415 nm; inhibition, % at 12.8 µM; 370,000 tested, 0.34% active;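 active means inhibition above the mean of all tested compounds plus 3 SD, set per campaign, cut at about 25% in these data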;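 further: 0% = DMSO with enzyme and 100% = buffer with substrate but no TDP2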
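test system = human TDP2 enzyme | input = TDP2 enzyme at 120 nM final | medium = 50 mM Tris-HCl pH 7.5 with Mg2+, KCl, DTT, BSA | also added = T5PNP substrate, 5 mM | times = 2 h at 37 °C | technique = epi absorbance | benchmarks = high control without enzyme, low control DMSO plus TDP2 | replication = each compound tested once, singlicate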
ASAP1 inh – inhibitors of human ASAP1 ArfGAP activity, primary screen, biochemical, fluorescence polarization; ASAP1-stimulated ARF1 GTP hydrolysis, GDP FP detection; inhibition, % at 16.5 µM; AID 624377, 2012; Arf-GAP with SH3 domain, ANK repeat and PH domain-containing protein 1 (Homo sapiens), …; 360,000 tested, 0.19% active; in the data active means inhibition above about 25%;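 further: 0% = vehicle with enzyme and substrate and 100% = no enzyme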
ADAM10 inh – human ADAM10 inhibitors, primary screen, biochemical, QFRET, HTS; Disintegrin and metalloproteinase domain-containing protein 10 (Homo sapiens), O14672; recombinant ADAM10, EDANS/DABCYL FRET peptide cleavage, 3 h; inhibition, % at 7 µM; 370,000 tested, 0.62% active;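 active means inhibition above a per-campaign cutoff equal to the mean of compounds falling between control-based bounds plus 3 SD, cut at about 20% in these data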;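 further: 0% = DMSO wells while the 100% control is not disclosed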
SIAE inh – human SIAE inhibitors, primary screen, biochemical, fluorescence polarization, FP-Rh probe, 1536-well HTS; Sialate O-acetylesterase (Homo sapiens), Q9HAT2; SIAE FP-Rh probe binding; inhibition, % at 9.66 µM; 370,000 tested, 0.69% active; AID 1053197, 2014;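 active means inhibition above a cutoff: mean of compounds within the control limits plus 3 SD of those, cut at about 17% in these data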;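 further: 0% = plate median of compound wells and 100% = probe without SIAE protein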
Target sequence (Q9HAT2 whole entry, looked up): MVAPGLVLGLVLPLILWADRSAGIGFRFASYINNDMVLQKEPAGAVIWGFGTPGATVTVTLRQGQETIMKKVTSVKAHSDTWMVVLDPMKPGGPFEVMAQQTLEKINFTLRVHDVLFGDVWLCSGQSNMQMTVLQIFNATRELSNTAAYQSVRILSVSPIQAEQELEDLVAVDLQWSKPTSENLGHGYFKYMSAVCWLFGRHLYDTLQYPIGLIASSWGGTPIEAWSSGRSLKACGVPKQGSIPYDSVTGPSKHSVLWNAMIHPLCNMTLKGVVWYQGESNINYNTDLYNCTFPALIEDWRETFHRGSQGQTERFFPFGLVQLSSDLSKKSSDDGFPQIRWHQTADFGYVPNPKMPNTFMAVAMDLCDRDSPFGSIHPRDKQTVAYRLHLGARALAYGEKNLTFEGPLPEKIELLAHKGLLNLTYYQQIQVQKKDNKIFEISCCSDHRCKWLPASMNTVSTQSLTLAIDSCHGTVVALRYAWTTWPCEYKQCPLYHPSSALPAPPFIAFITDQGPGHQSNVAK
PLC-gamma1 inh – PLC-gamma1 enzyme inhibitors, primary screen, biochemical, fluorescence, purified enzyme; 1-phosphatidylinositol 4,5-bisphosphate phosphodiesterase gamma-1 (Homo sapiens), P19174; fluorogenic substrate; inhibition, % at 12.2 µM; 370,000 tested, 0.84% active; AID 720700, 2013; in the data active means inhibition above about 9.5%
ADAM17 inh – ADAM17 inhibitors, primary screen, biochemical, QFRET | recombinant ADAM17, EDANS/DABCYL FRET peptide cleavage | Disintegrin and metalloproteinase domain-containing protein 17 (Homo sapiens), P78536 | 370,000 tested, 0.83% active | inhibition, % at 6.95 µM;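 active means inhibition above the mean of compounds lying between control limits plus 3 SD, set per campaign, cut at about 8.5% in these data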;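 further: 0% = DMSO-only wells as the low control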
Target sequence (P78536 215-824 limits assumed): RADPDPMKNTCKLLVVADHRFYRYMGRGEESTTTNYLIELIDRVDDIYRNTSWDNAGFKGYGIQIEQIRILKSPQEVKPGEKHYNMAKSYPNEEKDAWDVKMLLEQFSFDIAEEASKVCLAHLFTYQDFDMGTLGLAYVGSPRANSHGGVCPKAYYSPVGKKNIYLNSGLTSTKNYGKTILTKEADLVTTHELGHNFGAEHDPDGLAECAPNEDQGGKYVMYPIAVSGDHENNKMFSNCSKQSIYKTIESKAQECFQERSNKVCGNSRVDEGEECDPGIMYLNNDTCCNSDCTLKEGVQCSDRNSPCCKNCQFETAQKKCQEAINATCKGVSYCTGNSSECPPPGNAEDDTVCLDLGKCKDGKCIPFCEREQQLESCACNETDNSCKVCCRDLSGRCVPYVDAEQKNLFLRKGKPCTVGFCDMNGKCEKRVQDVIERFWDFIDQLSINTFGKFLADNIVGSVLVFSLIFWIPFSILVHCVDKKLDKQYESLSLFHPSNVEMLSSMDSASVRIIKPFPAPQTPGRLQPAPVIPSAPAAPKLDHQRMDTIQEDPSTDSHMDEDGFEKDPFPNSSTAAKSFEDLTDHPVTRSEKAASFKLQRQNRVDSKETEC
PLCb3 inh – human PLC-beta3 inhibitors, primary screen, biochemical, fluorescence | 1-phosphatidylinositol 4,5-bisphosphate phosphodiesterase beta-3 (Homo sapiens), Q01970 | Purified PLC-beta3, fluorogenic substrate | inhibition, % at 12.2 µM | 370,000 tested, 0.18% active | AID 720704, 2013; in the data active means inhibition above about 11%;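 further: 0% = median of compound wells on plate and 100% = full blocker control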
* hit, by the source's call; . = no result given.

SMILES	DDE Tn7 FP inh	ARFGAP1 inhibitor	Tn6 DDE FP	TDP2 absorb	ASAP1 inh	ADAM10 inh	SIAE inh	PLC-gamma1 inh	ADAM17 inh	PLCb3 inh
Cc1nnc(SCC(=O)NC(=O)NC2CCCC2)n1N	7.1	14.9	1.7	2.0	18.0	-7.7	0.6	4.3	0.1	5.8
COc1ccc(OCc2cccc(C(=O)N3CCCC3)c2)cc1	0.9	-6.0	-0.2	-7.8	8.4	14.4	0.8	6.8	1.2	-6.8
Cn1c(CNC(=O)c2ccco2)nnc1SCC(=O)Nc1c(F)cc(F)cc1Br	-8.1	6.1	1.9	-11.2	-2.8	5.5	-4.2	2.7	0.1	-2.2
CC(=Cc1ccccc1)C=C1SC(=S)N(CCCC(=O)Nc2ccc(C(=O)O)c(O)c2)C1=O	-0.7	-7.7	1.2	-2.5	5.8	9.8	-15.9	-0.3	-0.1	0.2
O=c1cc[nH]c2cc(Cl)ccc12	-0.6	6.3	-4.2	0.2	19.0	-1.8	-0.3	-2.0	-3.7	-0.9
O=C(NC1CC1)C1C2C3C4CC5C3C5C4C12 (stereo not drawn)	3.0	-6.4	1.9	-1.5	0.5	-2.9	2.3	-0.4	-4.8	1.2
COC(=O)c1[nH]c2ccc(C)cc2c1NC(=O)CN1CCc2cc(OC)c(OC)cc2C1	-4.6	5.5	-7.5	-6.1	13.1	-103.0	2.7	-45.9	-32.9	-57.8
CCC(CO)Nc1ccn2nc(-c3cc(OC)c(OC)c(OC)c3)cc2n1 (stereo not drawn)	-1.6	7.3	3.2	6.3	6.8	-149.4	-3.0	-88.2	-49.3	-122.4
COc1ccc(-c2ccnc(SCC(=O)c3ccc(Cl)cc3)n2)cc1	-9.0	1.8	-3.7	3.9	0.2	4.5	-8.3	5.8	0.1	-0.9
COc1ccccc1/C=N/Nc1nncc2ccccc12	4.9	-9.2	-1.5	12.2	-6.4	-5.5	-1.0	-3.8	-4.8	-4.4
O=C(c1cc(-c2ccc(Cl)cc2Cl)on1)N1CCOCC1	-0.1	-11.4	2.8	6.8	1.4	8.1	-1.9	1.6	2.9	3.2
O=C(CNS(=O)(=O)c1ccccc1)N1CCN(c2ccccn2)CC1	-2.5	.	3.1	-9.7	.	-3.6	0.1	2.6	-1.4	0.6
CC(=O)NS(=O)(=O)c1ccc(NS(=O)(=O)c2ccc3ccccc3c2)cc1	3.2	2.0	0.3	14.1	-8.8	2.8	-4.3	-1.6	-2.4	-7.3
COc1cccc(OCC(=O)NNC(=S)Nc2ccc(Cl)cc2Cl)c1	-1.1	2.9	-3.0	4.7	6.9	-2.5	2.9	-2.9	0.6	-3.4
CN1CCN(Cc2nc3ccccc3c(=O)n2Cc2nc(-c3cccc([N+](=O)[O-])c3)cs2)CC1	3.3	1.8	-10.1	-13.1	7.5	-3.1	-3.8	-0.2	0.1	-2.1
Cc1cccc(C)c1NC1=NCCCCC1	3.9	-1.0	10.9	11.1	-10.2	-4.4	-1.8	-0.3	-6.0	-7.5
O=c1[nH]c2cc3c(cc2cc1CN(Cc1cccnc1)C(=S)NCc1ccco1)OCCO3	-1.3	4.8	-6.5	-2.2	-6.1	-385.6	5.0	-31.4	-114.1	-40.3
CCOC(=O)CNC1CC(=O)N(c2cccc(Cl)c2)C1=O (stereo not drawn)	8.0	0.4	-1.4	7.9	0.5	-1.1	-3.2	1.7	-0.8	1.8
Cc1cc(S(=O)(=O)N2CCOCC2)ccc1OCC(=O)NCC1CCCO1 (stereo not drawn)	-5.7	10.4	-1.9	1.2	17.5	0.9	-5.9	-0.4	-0.3	-4.0
COc1ccc(/C=N/Nc2nc(N3CCCC3)nc(N3CCCC3)n2)c(OC)c1OC	1.5	7.0	-6.4	4.1	-10.5	1.0	-3.1	-2.2	-0.9	-3.8
CC(=O)Nc1ccc(NC(=O)Cc2sc(C)nc2-c2ccc(C)cc2)cc1	-4.6	2.9	-1.0	-13.3	1.6	-2.8	2.6	2.5	1.8	7.1
CC1(C)N([O-])C2=C(CCCC2)[N+]1=O	-0.5	-2.4	-1.9	2.3	-10.3	-6.0	3.8	-2.1	-1.5	4.3
O=S(=O)(NCC1CCCO1)c1ccc(S(=O)(=O)N(Cc2ccccn2)C2CC2)cc1 (stereo not drawn)	3.1	-3.1	0.8	-4.7	-5.2	1.2	3.1	-1.8	0.4	0.2
CCCn1c(=O)[nH]c(=O)c2c1nc(-c1ccccc1)n2CCN1CCOCC1	1.1	2.7	-8.2	-13.2	9.8	-11.8	-8.3	-1.1	-6.7	-0.3
Cc1ccc2cc(CN(CCN3CCCC3)C(=O)Nc3ccc(F)cc3)c(=O)[nH]c2c1C	-1.8	-1.4	-1.4	-0.1	-6.3	-17.5	2.4	-1.8	-7.9	-1.0
CNC(=S)N1CCN(c2c(F)cc3c(=O)c(C(=O)O)cn(C4CC4)c3c2OC)CC1C (stereo not drawn)	0.9	-4.9	7.9	-1.2	-11.9	-61.3	4.2	-41.8	-12.0	-55.0
Cc1ccc(N(CC(=O)NCc2ccccc2Cl)S(=O)(=O)c2c(C)noc2C)cc1	10.3	-10.7	3.8	-3.6	3.2	6.5	-5.7	-0.7	0.0	-4.5
CN(C)S(=O)(=O)c1ccc(Cl)c(NC(=O)CSc2nc3c(cc2C#N)C(=O)CC(C)(C)C3)c1	1.2	8.2	2.2	3.1	-3.9	3.7	-4.0	3.9	-0.5	4.2
COC(=O)N(C)C[C@H]1OCc2cnnn2CCCC(=O)N([C@H](C)CO)C[C@H]1C	-2.9	0.1	1.2	-21.1	2.8	0.2	-8.7	2.8	8.1	6.6
CC(C)(O)c1nnn(-c2ccccc2)c1C(F)(F)F	-0.9	-0.4	2.0	-11.3	8.0	-6.5	-3.4	1.7	1.8	0.4
O=[N+]([O-])c1cc(-c2ccccc2)cc([N+](=O)[O-])c1O	-1.4	-13.3	-1.9	5.5	-23.1	-17.7	-0.5	-1.6	-3.8	-4.6
CS(=O)(=O)N(CC(=O)NCCC1=CCCCC1)c1ccc2c(c1)OCO2	-6.6	-2.1	-3.6	-3.9	4.8	-0.2	3.7	1.9	0.7	4.6
COc1ccc(-c2csc(C(O)c3ccc(OC)cc3)n2)cc1 (stereo not drawn)	-0.1	-0.2	-1.4	-11.8	5.8	-16.4	-3.9	0.5	-1.6	-0.8
CC(C)NC(=O)c1ccc(-c2ccc(Cl)c(C(F)(F)F)c2)o1	0.5	-13.8	2.5	-5.5	3.4	4.2	2.3	1.7	-0.7	3.4
N#CCCNC(=O)CCN1CCOCC1	-5.9	-3.3	8.6	5.9	-3.5	-3.9	-2.7	-1.3	-0.6	-2.7
COc1cc(OC)cc(C(=O)OCC(=O)Nc2sccc2C(N)=O)c1	1.7	1.2	5.4	28.2*	4.1	3.7	-9.1	-1.3	1.6	-6.3
COc1c2ccoc2c(OC)c2oc(=O)ccc12	3.9	1.2	0.3	-2.5	-4.0	-122.1	1.4	.	-28.8	-29.0
Cc1nccn1CCC(=O)O	6.5	0.8	-2.3	-5.4	2.5	-3.2	-15.8	-0.5	-2.5	0.9
Cn1cncc1C#Cc1c(-c2ccc(S(C)(=O)=O)cc2)sc2ccccc12	-4.7	2.5	5.4	-4.2	-6.1	-352.6	-23.8	-316.8	-95.7	-437.6
Cc1ccc(C(NC(=O)C2CCN(CCOc3ccc(Cl)cc3Cl)CC2)c2ccccn2)cc1 (stereo not drawn)	0.9	-7.7	5.6	-11.5	2.2	-1.0	-4.0	-1.0	-0.9	0.3

In the list so far, these have a CF3 group:
SMILES	DDE Tn7 FP inh	ARFGAP1 inhibitor	Tn6 DDE FP	TDP2 absorb	ASAP1 inh	ADAM10 inh	SIAE inh	PLC-gamma1 inh	ADAM17 inh	PLCb3 inh
CC(C)(O)c1nnn(-c2ccccc2)c1C(F)(F)F	-0.9	-0.4	2.0	-11.3	8.0	-6.5	-3.4	1.7	1.8	0.4
CC(C)NC(=O)c1ccc(-c2ccc(Cl)c(C(F)(F)F)c2)o1	0.5	-13.8	2.5	-5.5	3.4	4.2	2.3	1.7	-0.7	3.4

(further entries)
SMILES	DDE Tn7 FP inh	ARFGAP1 inhibitor	Tn6 DDE FP	TDP2 absorb	ASAP1 inh	ADAM10 inh	SIAE inh	PLC-gamma1 inh	ADAM17 inh	PLCb3 inh
COCCNC(=S)N(C)[C@H]1C[C@H]2c3[nH]c4c(-c5ccccc5)cccc4c3CCN2C(=O)[C@H]1[C@H](C)O	0.2	9.0	-7.8	-3.2	-3.5	-177.9	1.4	-73.5	-46.2	-100.6
COc1ccc(CN(CCN2CCOCC2)C(=O)c2cc(F)cc(F)c2)cc1OC	-5.0	.	-4.5	5.8	.	-1.2	-4.0	-0.5	0.6	2.4
CC1=NN(C(=O)COc2ccc(C)c(C)c2)C(O)(c2ccccc2)C1 (stereo not drawn)	1.7	12.8	-5.4	4.8	1.3	1.9	-6.5	-0.9	0.7	-0.8
CCCN(CCC)C(=O)c1ccc2c(c1)S(=O)(=O)c1ccccc1C2=O	-3.0	5.4	1.8	-9.2	1.9	1.9	-8.5	2.1	-1.8	-2.4
Cc1cc(C)n2nc(C)c(Br)c2n1	-4.0	3.1	0.1	14.6	10.6	0.3	0.8	-0.4	-1.8	-0.9
O=C1CC(N2CCN(Cc3ccc4c(c3)OCO4)CC2)C(=O)N1Cc1ccc(N2CCCC2=O)cc1 (stereo not drawn)	0.7	2.4	-2.3	7.8	-12.7	5.1	-1.9	1.0	-1.5	2.0
NS(=O)(=O)c1cc(C(=O)Nc2ccc3c(c2)OCCCO3)ccc1Cl	1.6	7.1	-1.2	7.7	0.6	5.8	1.4	0.4	-0.9	-4.6
CC(=O)N1N=C(N)SC1c1cccc([N+](=O)[O-])c1 (stereo not drawn)	-0.1	2.0	2.8	5.3	-7.3	-8.2	-2.4	-0.9	-4.5	0.1
